BoNT-A LC inh2 = BoNT A light chain protease inhibition; multiplex microsphere protease substrate cleavage, flow cytometry; inhibition, % at 10 µM; hit rate 0.17% among 360,000; AID 588499; further: plate controls were buffer without enzyme for full effect and enzyme alone for no effect
Mtb FBA inh = inhibits M. tuberculosis FBA enzyme | inhibition, % at 1 µM | hit rate 2.3% among 360,000 | purified M. tuberculosis FBA, fluorescence read-out | AID 588726; in the data active means inhibition above about 27%;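 further: 0% = vehicle and 100% = reference inhibitor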
Target sequence (P9WQA3 whole entry, looked up): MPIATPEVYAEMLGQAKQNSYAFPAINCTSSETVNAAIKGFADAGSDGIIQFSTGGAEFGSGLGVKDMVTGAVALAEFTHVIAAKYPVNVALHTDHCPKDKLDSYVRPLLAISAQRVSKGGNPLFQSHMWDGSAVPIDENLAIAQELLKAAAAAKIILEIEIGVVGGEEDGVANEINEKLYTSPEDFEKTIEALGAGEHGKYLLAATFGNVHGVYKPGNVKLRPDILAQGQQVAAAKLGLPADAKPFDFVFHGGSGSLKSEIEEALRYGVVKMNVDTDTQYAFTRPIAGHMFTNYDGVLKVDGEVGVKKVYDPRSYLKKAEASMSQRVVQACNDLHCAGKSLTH
Mtb UGM inh = blocks M. tuberculosis UGM enzyme | P9WIQ1 | purified UGM, fluorescence polarization probe displacement | inhibition, % at 10 µM | hit rate 0.06% among 320,000 | AID 504406; in the data active means inhibition above about 10%, passing the limit was not always enough; inconclusive means no clear call, values can overlap the other calls
Target sequence (P9WIQ1 whole entry, looked up): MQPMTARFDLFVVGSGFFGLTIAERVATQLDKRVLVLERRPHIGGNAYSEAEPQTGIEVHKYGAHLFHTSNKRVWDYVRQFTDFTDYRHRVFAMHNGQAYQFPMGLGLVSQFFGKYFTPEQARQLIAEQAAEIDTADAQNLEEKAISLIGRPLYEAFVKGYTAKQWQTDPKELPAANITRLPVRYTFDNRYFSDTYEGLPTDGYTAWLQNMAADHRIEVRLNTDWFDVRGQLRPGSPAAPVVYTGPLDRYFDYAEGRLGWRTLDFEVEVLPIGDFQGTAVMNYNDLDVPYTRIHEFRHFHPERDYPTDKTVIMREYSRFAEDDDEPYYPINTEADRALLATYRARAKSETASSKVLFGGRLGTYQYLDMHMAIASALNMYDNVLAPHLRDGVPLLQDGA
FadD28 binding = blocks FadD28 binding to the bisubstrate probe; hit rate 0.22% among 360,000; AID 588549; inhibition, % at 12.5 µM; fluorescence polarization; in the data active means inhibition above about 8.5%, passing the limit was not always enough; inconclusive means no clear call, values can overlap the other calls
BoNT F protease = blocks Botulinum neurotoxin F light chain protease | inhibition, % at 10 µM | Multiplex microsphere protease cleavage assay, flow cytometry | hit rate 0.22% among 360,000; in the data active means inhibition above about 35%, passing the limit was not always enough; inconclusive means no clear call, values can overlap the other calls; further: plate controls were buffer without enzyme for full effect and enzyme alone for no effect
Anthrax LF inh2 = inhibitors of Bacillus anthracis lethal factor protease. multiplex microsphere protease cleavage assay, LF. inhibition, % at 10 µM. hit rate 0.12% among 360,000. AID 588501; further: plate controls were buffer without enzyme for full effect and enzyme alone for no effect
Mtb BioA inh = inhibitors of Mycobacterium tuberculosis BioA enzyme; purified M. tuberculosis BioA enzyme, plate reader; inhibition, % at 9.99 µM; hit rate 0.096% among 360,000; in the data active means inhibition above about 40%; inconclusive means no clear call, values can overlap the other calls
PfHsp40 yeast = compounds rescuing yeast from Plasmodium falciparum HSP40 toxicity | growth rescue, % at 12.5 µM | S. cerevisiae expressing PfHsp40, growth rescue, ATP luminescence | AID 504582 | hit rate 0.68% among 340,000; in the data active means growth rescue above about 28%, passing the limit was not always enough; inconclusive means no clear call, values can overlap the other calls;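 further: yeast W303a lacking pdr1 and pdr3 grown in galactose medium; growth measured after three days at 30 °C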
GDH-TPI counter = counter-screen for M. tuberculosis FBA inhibitors: GDH-TPI coupled enzymes; GDH-TPI coupled enzyme counterscreen, NADH absorbance; inhibition, % at 4.8 µM; hit rate 1.2% among 360,000; in the data active means inhibition above about 30%;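 further: 0% = DMSO wells and 100% = wells lacking the enzyme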
An asterisk follows results filed as active; ? = inconclusive; . = no result given; & = joins results of further samples. Unless noted, no stated cut-off is given here; in the data, active means inhibition above about 30%; inconclusive means no clear call, values can overlap the other calls; inactive means below that.

SMILES	BoNT-A LC inh2	Mtb FBA inh	Mtb UGM inh	FadD28 binding	BoNT F protease	Anthrax LF inh2	Mtb BioA inh	PfHsp40 yeast	GDH-TPI counter
COc1ccc(OC)c(NC(=O)COc2cc(O)c3c(c2)OC(C)(C)CC3=O)c1	-0.6	4	.	-0.8	-8	-14	0.2	.	3
Nc1nonc1-n1nnc(C(=O)N/N=C/c2ccc(F)cc2)c1-c1cccs1	0.4	-1	2.4	-3.5	2	-2	-2.5	0.4	18
O=C(C1CCCN(Cc2ccc(F)cc2)C1)N1CCCCC1 (configuration not stated)	-3.0	0	-2.9	-1.3	?	2	-0.5	-0.6	1
c1ccc(-c2ccc3nnnn3n2)cc1	-0.3	1	-0.6	-1.1	-7	3	.	0.3	5
Cc1ccc(S(=O)(=O)CCC(=O)OCc2nnc(-c3ccccc3)o2)cc1	0.0	-3	-2.2	-3.8	-4	-3	-0.1	-0.5	2
Cc1c(NC(=O)C(C)OC(=O)c2sc3ccccc3c2Cl)c(=O)n(-c2ccccc2)n1C (configuration not stated)	0.2	-1	0.8	-4.0	-5	1	.	-0.8	1
CCc1ccc(N2CC(C(=O)OCC(=O)Nc3cc(C)on3)CC2=O)cc1 (configuration not stated)	0.6	-1	0.3	0.2	10	-3	-1.8	-1.0	-2
CN=C1c2cc3c(Br)c(OC)ccc3n2CCN1C	0.9	0	1.3	-0.2	-9	0	-0.3	-0.7	32*
COc1ccc(N2CCN(C(=O)CNC(=O)Cc3ccccc3)CC2)cc1	-2.0	2	1.3	-1.9	1	1	-2.4	-0.7	11
O=C(O)[C@@H](O)c1ccccc1	0.0	7	.	-0.5	-7	-2	-1.9	0.3	11
Cc1cccc(NS(=O)(=O)c2ccc(C(=O)NCC(C)(C)N3CCOCC3)cc2)c1C	1.1	11	-0.8	-0.1	6	2	-6.6	-1.1	5
COc1ccc(OC(C)C(=O)N2CCN(c3ccccn3)CC2)cc1 (configuration not stated)	-0.2	11	5.0	0.2	-28	3	0.2	1.0	2
Cc1ccc(S(=O)(=O)NCc2ccccn2)cc1C	.	2	-0.7	-1.9	.	.	-2.8	-1.6	16
CCOC(=O)C1=C(COC(=O)/C=C/c2ccc([N+](=O)[O-])cc2)NC(=O)NC1C (configuration not stated)	0.6	1	0.8	-2.0	6	0	-0.2	0.5	12
C/C(=N\NC(=O)COc1ccccc1)c1ccc(O)cc1	0.2	-2	0.9	?	-2	-6	.	-0.3	1
Cn1c(N)c(S(=O)(=O)N2CCCC2)c(=O)n(C)c1=O	-0.4	-2	-1.3	-1.4	-1	2	0.6	5.0	-3
CSc1nsc(SCC(=O)Nc2cccc(C(C)=O)c2)n1	2.4	-1	2.5	-1.3	2	0	1.5	-0.8	-10
CCOc1ccc(-c2cc(C(=O)NCc3cc(OC)cc(OC)c3)[nH]n2)c(C)c1	-0.3	2	.	-1.1	-10	1	-1.4	.	7
NC(=O)c1ncn([C@@H]2O[C@H](CN=C3NS(=O)(=O)c4ccccc43)[C@@H](O)[C@H]2O)n1	0.2	0	.	-4.8	-4	-2	-1.0	-0.9	5
COC(=O)Nc1nnc(Cc2ccc(Cl)cc2)s1	-0.3	2	-2.8	-0.6	-6	-9	-0.3	0.0	-1

A second format for some results above.
Molecule: C/C(=N\NC(=O)COc1ccccc1)c1ccc(O)cc1
- BoNT-A LC inh2 = 0.2
- Mtb FBA inh = -2
- Mtb UGM inh = 0.9
- FadD28 binding = ?
- BoNT F protease = -2
- Anthrax LF inh2 = -6
- Mtb BioA inh = .
- PfHsp40 yeast = -0.3
- GDH-TPI counter = 1
Molecule: Cn1c(N)c(S(=O)(=O)N2CCCC2)c(=O)n(C)c1=O
- BoNT-A LC inh2 = -0.4
- Mtb FBA inh = -2
- Mtb UGM inh = -1.3
- FadD28 binding = -1.4
- BoNT F protease = -1
- Anthrax LF inh2 = 2
- Mtb BioA inh = 0.6
- PfHsp40 yeast = 5.0
- GDH-TPI counter = -3
Molecule: CSc1nsc(SCC(=O)Nc2cccc(C(C)=O)c2)n1
- BoNT-A LC inh2 = 2.4
- Mtb FBA inh = -1
- Mtb UGM inh = 2.5
- FadD28 binding = -1.3
- BoNT F protease = 2
- Anthrax LF inh2 = 0
- Mtb BioA inh = 1.5
- PfHsp40 yeast = -0.8
- GDH-TPI counter = -10

(next part)
SMILES	BoNT-A LC inh2	Mtb FBA inh	Mtb UGM inh	FadD28 binding	BoNT F protease	Anthrax LF inh2	Mtb BioA inh	PfHsp40 yeast	GDH-TPI counter
O=C(CNC1CC1)Nc1cc(C(F)(F)F)ccc1Cl	-0.4	0	0.4	0.0	-6	14	0.4	-1.3	-5
CCOC(=O)c1ccc(S(=O)(=O)N2CCN(C(=O)c3nn(C)c(=O)c4ccccc34)CC2)cc1	0.4	0	-2.3	-0.7	-1	-4	.	-0.5	4
Cc1cc2nc(SCC(=O)O)nc(C)c2cc1C	-0.7	2	0.0	-2.8	-16	-1	-0.4	23	7
COCCn1c(SCC(=O)NC(=O)NC2CCCC2)nc2ccccc2c1=O	0.0	3	-2.2	-0.1	-4	-6	-0.8	0.0	3
O=[N+]([O-])c1ccc(Cl)c(CN2CCCCCC2)c1	5.6	3	1.6	-1.1	31	-5	1.3	0.0	9
COc1ccccc1NC(=O)c1ccccc1NS(=O)(=O)c1cccs1	-0.6	2	-1.0	0.3	1	-1	0.4	-0.2	7
O=C(NNS(=O)(=O)c1ccc2ccccc2c1)c1cc(-c2ccccn2)nc2ccccc12	2.0	-1	1.5	-5.8	6	1	.	-0.5	9
CC(=NC1CCN(Cc2ccccc2)CC1)c1c(O)n(C)c(=O)n(C)c1=O	?	-1	1.8	-0.4	-2	2	0.8	-1.5	8
CCN(c1ccccc1)S(=O)(=O)c1ccc(Cl)c(NC(=O)CSc2n[nH]c(N)n2)c1	0.3	2	4.6	-2.1	-9	2	.	1.0	1
CCOC(=O)C1(Cc2ccc(Cl)cc2)CCN(Cc2cn(CC)nc2C)CC1	-0.7	2	2.2	-0.5	-2	-1	-1.4	0.3	21
COc1ccc(S(=O)(=O)Nc2ccccc2-c2nnn(CC(=O)Nc3ccccc3OC)n2)cc1	-0.4	1	3.3	-2.0	-2	-2	.	0.7	-4
COC(=O)N1CCN(c2ccc(C)cc2)C(C)C1 (configuration not stated)	0.0	1	0.4	-1.4	-5	2	-1.8	-0.2	-1
COCc1cccc(-c2csc(C(C)(O)c3cccc(OC)c3)n2)c1 (configuration not stated)	-0.3	3	.	-1.1	2	-2	-1.7	.	12
CSCC[C@H](NC(=O)Cc1c(C)c2cc3c(C)c(C)oc3cc2oc1=O)C(=O)N[C@@H](C(=O)O)c1ccccc1	-0.2	21	.	0.0	3	5	1.7	.	10
O=C(Nc1ccccc1C(=O)N/N=C/c1ccco1)c1ccccc1	-0.9	0	-0.4	-2.8	2	1	-1.2	-0.2	13
COc1ccc(C2CC(c3cccc(Cl)c3)=NN2c2ccc(S(N)(=O)=O)cc2)cc1 (configuration not stated)	-0.1	141*	.	-0.4	-3	2	0.6	-0.8	19
N#CC1=C(N)Oc2c(ccc3cccnc23)C1c1ccccc1 (configuration not stated)	1.2	9	0.8	-1.6	1	3	-1.9	0.4	13
CCN(C(=O)COC(=O)c1ccc2[nH]c(C)c(C)c2c1)c1c(N)n(Cc2ccccc2)c(=O)[nH]c1=O	2.8	0	.	0.2	-1	-7	-0.5	-0.1	-1
CN(Cc1ccc(F)cc1)C(=O)c1cccc(S(=O)(=O)N2CCN(c3ccc(F)cc3)CC2)c1	.	3	-1.6	-0.7	.	.	-0.6	3.9	5
NC(Cc1ccccc1)c1csc(NC(=O)Nc2ccccc2Oc2ccccc2)n1 (configuration not stated)	-0.7	-1	.	-2.6	-24	-18	1.2	.	8
O=C(COC(=O)CNC(=O)c1ccccc1)NCCc1ccccc1	0.4	-12	0.0	-4.6	-5	0	.	-0.6	0
COc1ccc(CN=C2NC(=O)CC(C(=O)Nc3ccc([N+](=O)[O-])cc3C)S2)cc1 (configuration not stated)	-0.7	-2	.	-3.6	2	-1	.	1.3	3
O=C(NNS(=O)(=O)c1ccc(F)cc1)C1CC(c2cccnc2)=NO1 (configuration not stated)	0.3	-1	-2.3	-2.2	6	-8	.	-1.7	10
O=C(CCCNS(=O)(=O)c1cccc2nsnc12)NCCc1ccccc1	-0.6	-3	-1.0	0.7	5	-11	-2.4	-1.7	0
Cc1cc(C(=O)OCC(=O)NCc2ccco2)c(C)n1-c1ccccc1	-0.5	-1	-1.9	-2.4	-1	-2	2.3	0.8	-1
O=C(COc1ccccc1Cl)N1CCc2ccccc21	0.2	-1	.	-1.4	-1	1	-0.7	0.0	-5
C=CCNC(=O)CSc1nnc(-c2ccc(S(=O)(=O)N3CCCC3)cc2)n1C	-2.7	4	-0.7	-1.8	5	2	2.5	-0.2	-7
O=[N+]([O-])c1cc([N+](=O)[O-])c(Oc2cc(Cl)cc(Cl)c2)cc1NN1CCCCC1	-1.1	1	2.1	-0.9	-9	-9	-2.8	0.4	7
COC(=O)C[C@H]1c2ccccc2S(=O)(=O)N1c1cccc(OC)c1	-0.3	2	0.4	-3.7	-1	3	-0.1	-1.8	0
O=C(CCN1C(=O)/C(=C\c2ccc(F)cc2)SC1=S)Nc1ccc(O)cc1	1.9	-1	0.0	-2.1	4	1	-0.8	0.4	7
CC1(C)C(=O)NCCN1C(=O)CC1C(=O)NCCN1CC(c1ccccc1)c1ccccc1 (configuration not stated)	-0.5	4	4.2	0.1	-3	0	0.7	0.1	0
Cc1ccc(NC(=O)Nc2ccc(C(=O)N3CCOCC3)cc2)cc1	0.3	5	-0.1	-0.8	4	4	1.2	-0.3	7
Cc1ccc(/C=N/NC(=O)C(c2ccncc2)N2CCOCC2)cc1 (configuration not stated)	-2.9	-1	0.7	-3.5	?	0	-1.0	1.3	-1
O=S1(=O)N=C2CCCCCN2C(c2ccncc2)N1 (configuration not stated)	-0.8	5	0.7	-2.6	?	5	-1.3	1.3	3
O=C1C=CC(=O)N1c1ccc2c(c1)Cc1cc(F)ccc1-2	0.6	-1	.	-1.8	-7	0	0.2	3.0	4
COc1ccc(NC(=O)CSc2nc(C)cc(C)n2)c([N+](=O)[O-])c1	-3.7	1	-0.7	0.5	-26	-2	.	-1.0	-3
CCN(CC)c1ccc2c(O)cc(=O)oc2c1	0.0	22	-0.2	-3.8	1	-3	.	1.5	23
COc1cccc(OC)c1OCCCCCc1c(C)n[nH]c1C	0.2	1	0.3	-1.4	-11	0	.	2.3	-3
CCCCNc1nc(-c2ccccc2)cc(C(F)(F)F)c1C(N)=O	-0.6	12	2.4	-5.4	-4	-2	-0.9	1.9	-4
COc1ccc(-c2nc(-c3cccs3)c(-c3cccs3)[nH]2)cc1O	0.6	17	-1.6	11*	1	-1	2.4	7.2	15
C[C@@H]1CN([C@H](C)CO)C(=O)c2cc(NC(=O)Nc3cccc4ccccc34)ccc2O[C@H]1CN(C)Cc1ccc(C(F)(F)F)cc1	-0.4	7	.	0.3	-6	0	-1.4&-0.8	-1.2	-8
COc1ccc(-c2nc3cccc(C)n3c2NCC2CCCO2)cc1O (configuration not stated)	-1.2	59*	-0.9	-0.3	2	-1	0.1	-1.1	7
C=CCN(CC=C)CCOc1ccc(OC(C)C)cc1	-1.5	-8	1.8	-1.7	-9	-2	.	0.6	-3
COc1cccc(OC)c1C(=O)Nc1nc(-c2ccccc2)cs1	5.8	-2	1.4	-2.1	?	-6	-0.1	0.1	12
COC(=O)c1cn(-c2ccc(F)cc2)c(=O)c2ccccc12	2.1	2	-0.4	-3.2	7	3	.	3.4	7

Record cards, as listed above:
Profile of `C=CCN(CC=C)CCOc1ccc(OC(C)C)cc1` → BoNT-A LC inh2 = -1.5; Mtb FBA inh = -8; Mtb UGM inh = 1.8; FadD28 binding = -1.7; BoNT F protease = -9; Anthrax LF inh2 = -2; Mtb BioA inh = .; PfHsp40 yeast = 0.6; GDH-TPI counter = -3
Profile of `COc1cccc(OC)c1C(=O)Nc1nc(-c2ccccc2)cs1` → BoNT-A LC inh2 = 5.8; Mtb FBA inh = -2; Mtb UGM inh = 1.4; FadD28 binding = -2.1; BoNT F protease = ?; Anthrax LF inh2 = -6; Mtb BioA inh = -0.1; PfHsp40 yeast = 0.1; GDH-TPI counter = 12

Source: PubChem
